APP 5UTR inh: inhibitors of APP translation via 5'UTR reporter, primary screen, APP 5'UTR luciferase, SH-SY5Y cells | SH-SY5Y APP 5'UTR-luciferase reporter, luminescence | inhibition, % at 2 µM | hit rate 0.82% among 190,000;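 active = inhibition above a set limit, derived from the sample mean plus 3 SD, cut at about 45% in these data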; note: values of inactives mirror those of a sister screen read the other way
STAT1 inh: STAT1 signaling inhibitors, primary screen, cell-based, HTS, luciferase reporter; inhibition, % at 5.5 µM; AID 920, 2007; hit rate 0.35% among 200,000; NIH 3T3 STAT1-luciferase reporter, IFN-gamma, luminescence;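 active = inhibition above a set limit, the mean inhibition across all tested compounds plus 3 SD, cut at about 34% in these data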;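 note: 0% = IFN-gamma with DMSO and 100% = IFN-gamma with 300 µM nifuroxazide; values of inactives mirror those of a sister screen read the other way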
Diaphorase inh: diaphorase inhibitors and chemical oxidizers, primary screen, counter-screen for diaphorase-coupled primary assays, biochemical, uHTS, resorufin fluorescence | inhibition, % at 20 µM | hit rate 0.69% among 190,000 | diaphorase resazurin-to-resorufin fluorescence, NADH, 16 min; bacterial (C. kluyveri) enzyme, not human;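 active = primary screen inhibition at 20 µM above a set limit, cut at about 50% in these data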;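 note: plate controls were DMSO with full reaction for no effect and wells lacking NADH for full effect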
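Test system: diaphorase enzyme from Clostridium kluyveri; amount: diaphorase at 0.14 U/mL in enzyme working solution; detection: fluorescence of resorufin formed from resazurin, Ex 544/Em 590 nm; times: reaction incubation of 16 min at room temperature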
Diaphorase act: compounds boosting diaphorase resazurin reduction – biochemical, uHTS, resorufin fluorescence, counter-screen for diaphorase-coupled primary assays, primary screen. Diaphorase/resazurin coupled assay, 16 min; hits give high values; 1 = vehicle wells, 0 = NADH-free wells. activation factor at 20 µM. hit rate 0.005% among 190,000;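 active = diaphorase activity raised at least twofold by the compound at 20 µM; inactive = activation factor below 2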
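Material: purified diaphorase enzyme from Clostridium kluyveri; Also added: 0.114 mM NADH and 0.1 mM resazurin, final amounts; Doses: single compound dose of 20 µM, 1% DMSO final; Times: 16 min enzyme reaction, ambient temperature; Detection: resorufin fluorescence, excitation 544 nm, emission 590 nm; Measure: increased resorufin signal from activators or reducing compounds.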
STAT3 activator: IL-6 driven STAT3 reporter potentiators, primary screen, U3A cells, luciferase, luminescence, MLSCN library. IL-6 STAT3-luciferase reporter; 100% = signal with IL-6 EC80 alone. activation (% of control), % at 5.6 µM. hit rate 0.91% among 190,000. AID 871, 2007;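 active = activation above the screen-wide mean of compound activation plus 3 SD, cut at about 130% in these data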;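 note: 0% = background luminescence of wells with medium and substrate only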
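Material: human STAT1-deficient U3A cells with stable STAT3-luciferase reporter / Probe or stimulus: IL-6 stimulus at 33 ng/mL final / Schedule: 1 h compound pre-exposure, 6 h IL-6 stimulation, 37 °C / Technique: luminescence / Read-out basis: percent of IL-6-only median luminescence / Control set: IL-6-only high control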
STAT1 act: STAT1 signaling activators, primary screen, cell-based, HTS, luciferase reporter | AID 932, 2007 | activation (% of control), % at 5.5 µM | hit rate 2.6% among 200,000 | NIH 3T3 STAT1-luciferase reporter, IFN-gamma, luminescence; 100% = IFN-gamma alone, no compound;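 active = activation above the screen-wide mean activation plus 3 SD, cut at about 130% in these data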;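 note: raw ratio to IFN-gamma control signal so 100% means no change and 0% no light; values of inactives mirror those of a sister screen read the other way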
Hsp70 act: Hsp70 transcriptional activators, primary screen, cell-based, HeLa, Hsp70 promoter luciferase, luminescence, 10 µM; HeLa Hsp70 promoter luciferase reporter; scaled: vehicle 0, proteasome-inhibitor control 100%; activation, % at 10 µM; hit rate 0.04% among 200,000;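 active = activation above the mean across all tested compounds plus 3 SD, cutoff set per campaign, cut at about 5.5% in these data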;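 note: 100% = MG132 at 30 µM as the positive control and 0% = DMSO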
G6PDH counter: L. mesenteroides G6PDH inhibitors, counter-screen for G6PDH-coupled screening assays, biochemical, Leuconostoc mesenteroides enzyme. glucose-6-phosphate dehydrogenase [Leuconostoc mesenteroides]. Purified L. mesenteroides G6PDH, diaphorase/resazurin coupled fluorescence, 45 min. inhibition, % at 5 µM. hit rate 0.12% among 200,000. AID 1020, 2008; in the data active = inhibition above about 50%
TLR4-MyD88 BLA: inhibitors of TLR4-MyD88 association in cells, primary screen, cell-based, HeLa CL3-4, BLA complementation, FRET ratio; Toll-like receptor 4 (Homo sapiens) + Myeloid differentiation primary response protein …; hit rate 0.18% among 200,000; HeLa CL3-4 TLR4/MyD88 BLA complementation; inhibition, % at 8.4 µM; AID 861, 2007; in the data active = inhibition above about 25%;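 note: 0% = vehicle and 100% = reference inhibitor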
Target sequence (O00206 whole entry, looked up): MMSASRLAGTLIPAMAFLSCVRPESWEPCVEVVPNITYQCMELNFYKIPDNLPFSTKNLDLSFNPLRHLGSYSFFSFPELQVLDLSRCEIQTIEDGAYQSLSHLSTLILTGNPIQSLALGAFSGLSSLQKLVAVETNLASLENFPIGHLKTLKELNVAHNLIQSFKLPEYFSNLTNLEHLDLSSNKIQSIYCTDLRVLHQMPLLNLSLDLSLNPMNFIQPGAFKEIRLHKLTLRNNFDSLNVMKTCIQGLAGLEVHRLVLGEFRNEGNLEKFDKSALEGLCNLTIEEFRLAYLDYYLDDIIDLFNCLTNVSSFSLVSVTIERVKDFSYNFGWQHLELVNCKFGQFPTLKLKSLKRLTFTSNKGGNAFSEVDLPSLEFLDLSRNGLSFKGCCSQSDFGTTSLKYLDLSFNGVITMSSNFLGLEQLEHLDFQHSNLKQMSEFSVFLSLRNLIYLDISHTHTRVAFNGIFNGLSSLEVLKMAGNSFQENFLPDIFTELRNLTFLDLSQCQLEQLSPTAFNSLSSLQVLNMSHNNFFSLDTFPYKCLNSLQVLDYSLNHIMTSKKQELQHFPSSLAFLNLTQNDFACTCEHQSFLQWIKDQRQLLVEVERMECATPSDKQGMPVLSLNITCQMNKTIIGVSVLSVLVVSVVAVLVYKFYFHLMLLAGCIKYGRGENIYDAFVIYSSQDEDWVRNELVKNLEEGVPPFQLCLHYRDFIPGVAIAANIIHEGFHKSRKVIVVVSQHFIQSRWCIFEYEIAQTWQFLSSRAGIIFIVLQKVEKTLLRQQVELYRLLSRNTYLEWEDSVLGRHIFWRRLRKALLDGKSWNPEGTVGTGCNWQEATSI
Target sequence (Q99836 whole entry, looked up): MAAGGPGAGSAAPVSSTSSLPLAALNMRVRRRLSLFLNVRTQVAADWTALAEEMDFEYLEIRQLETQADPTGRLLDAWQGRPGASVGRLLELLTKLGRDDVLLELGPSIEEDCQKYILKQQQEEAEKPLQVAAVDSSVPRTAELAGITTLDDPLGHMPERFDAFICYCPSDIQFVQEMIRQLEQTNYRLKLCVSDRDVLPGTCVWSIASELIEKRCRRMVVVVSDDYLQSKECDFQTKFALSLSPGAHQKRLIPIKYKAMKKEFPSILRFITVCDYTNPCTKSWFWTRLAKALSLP
STAT3 blocker: IL-6 driven STAT3 reporter inhibitors, primary screen, U3A cells, luciferase, luminescence, MLSCN library; IL-6 STAT3-luciferase reporter; host cell line lacks STAT1; inhibition, % at 5.5 µM; hit rate 0.89% among 190,000; AID 862, 2007;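 active = inhibition above the mean inhibition across all screened compounds plus 3 SD, cut at about 44% in these data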;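 note: 0% = DMSO only wells and 100% = 100 µM nifuroxazide control wells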
Active calls of the source: *; x = not tested or not shown.

Under each structure: APP 5UTR inh	STAT1 inh	Diaphorase inh	Diaphorase act	STAT3 activator	STAT1 act	Hsp70 act	G6PDH counter	TLR4-MyD88 BLA	STAT3 blocker
O=C(Nc1ccccc1N1CCCC1)c1cccc(Cl)c1Cl
    12	9	x	x	103	91	-0.3	12	12	3
CCN(CC)C(=O)Oc1ccc2ccccc2c1Br
    -18	-40	12	0.9	112	135*	0.4	-5	13	-12
O=C(Cn1cnc2ccccc21)Nc1ccc(C(=O)O)cc1
    1	-13	5	1	103	112	-0.2	-2	-13	-4
O=[N+]([O-])c1ccc2nc(-c3ccc(Cl)cc3)[nH]c2c1
    -156	-55	0	1	109	155*	-0.1	2	5	-14
Cc1cc2ccccn2c1C(=O)Nc1ccccc1
    -35	-12	14	0.9	134*	112	0.3	-6	-4	-43
CCc1cc2c(SCC(=O)O)ncnc2s1
    -10	7	11	0.9	96	94	-0.3	-3	-22	5
CC(C)n1c(SCC(=O)Nc2nc3c(s2)CCCC3)nc2c1c(=O)n(C)c(=O)n2C
    -12	24	19	0.8	114	82	-0.2	5	-7	-16
O=S1(=O)c2cccc3cccc(c23)N1Cc1nnc(-c2ccccc2Br)o1
    -1	17	28	0.7	90	84	-0.2	7	3	14
Cc1nc(NC(=O)/C=C/c2ccccc2)sc1C(=O)Nc1ccccc1Cl
    -35	-7	-2	1	103	106	-0.2	4	4	8
Cc1sc2nc(SCC(N)=O)n(-c3ccccc3)c(=O)c2c1C
    -7	17	9	0.9	89	85	0.1	4	-11	21
CN(C)S(=O)(=O)c1ccc(C(=O)NCC(=O)N/N=C/c2ccccc2)cc1
    -16	-3	-5	1.1	116	102	-0.1	10	10	-17
CC(C)(C)c1cc(=O)n2c(nc3ccccc32)[nH]1
    -13	-9	6	0.9	93	108	-0.1	2	1	12
O=C(COc1ccccc1[N+](=O)[O-])N/N=C/C=C/c1ccco1
    -15	3	15	0.8	93	97	0.6	1	-10	14
CC1=NNC(=O)C1CCC(=O)N/N=C/c1c(Cl)cccc1Cl (configuration not stated)
    -21	1	8	0.9	97	99	-0.1	19	4	14
O=C(/C=C/c1ccc([N+](=O)[O-])cc1)NCc1ccco1
    4	1	6	0.9	101	99	-0.1	-6	-4	-6

Under each structure: APP 5UTR inh	STAT1 inh	Diaphorase inh	Diaphorase act	STAT3 activator	STAT1 act	Hsp70 act	G6PDH counter	TLR4-MyD88 BLA	STAT3 blocker
COc1cc(/C=C/C(=O)O)ccc1OCc1ccccc1C#N
    4	-18	11	0.9	107	116	0.0	-1	-10	-6
CSCCC(NC(=O)OC(C)(C)C)C(=O)NC(C(=O)NC(CC(C)C)C(N)=O)C(C)C (configuration not stated)
    6	-6	-13	1.1	105	105	-0.2	5	11	-10
COc1cc(CNC2CCCC2)cc(OC)c1OC
    1	-2	0	1	100	102	-0.3	8	-3	2
Oc1cccc(NC(=S)Nc2ccc(SC(F)F)cc2)c1
    -19	-1	13	0.9	100	100	0.0	-6	-3	-2
Cc1nnc(SCCn2c(N3CCCC(C)C3)nc3c2c(=O)n(C)c(=O)n3C)s1 (configuration not stated)
    -11	-3	15	0.8	103	103	-0.1	2	-8	5
COc1cccc(/C=N/NC(=O)c2csc(-n3nc(C)cc3C(F)(F)F)n2)c1
    3	0	11	0.9	110	100	-0.3	-58	-12	-6
CCCCOc1ccc(C(NC(=O)OCC)NC(=O)OCC)cc1
    -6	13	4	1	97	89	-0.2	6	-13	1
COc1ccc(-c2cc(C(F)(F)F)nc(SCC(=O)NCc3cccs3)n2)cc1
    2	-2	11	0.9	81	101	0.1	-5	-15	26
COc1ccc(C)cc1NC(=S)NNC(=O)c1c(Br)cnn1C
    -11	-2	2	1	98	100	-0.3	-4	22	9
CC(C)CCCCCCNC(=S)Nc1ccc(S(=O)(=O)N2CCOCC2)cc1
    1	2	20	0.8	95	98	-0.4	8	5	9
Cc1ccnc(NC(=S)NC(=O)/C=C/c2ccc(Cl)cc2)c1
    1	-17	2	1	98	116	-0.2	3	-28	5
[O-][N+]1=C(c2cccs2)CN(O)C1
    12	-5	14	0.9	101	104	-0.1	-1	2	0
CCOC(=O)c1nn(-c2ccc(F)cc2)c(=O)c2c(N)scc12
    8	-8	32	0.7	102	106	-0.2	51*	1	1
O=C(NCc1ccccc1)N1CCC(n2cnc3cc(F)ccc32)CC1
    1	5	6	0.9	92	96	0.1	9	-8	10
CC(C)c1ccccc1-n1c(SCC(=O)c2ccc3c(c2)NC(=O)CO3)nc2ccccc2c1=O
    -22	9	18	0.8	102	91	0.0	-2	-5	5

Under each structure: APP 5UTR inh	STAT1 inh	Diaphorase inh	Diaphorase act	STAT3 activator	STAT1 act	Hsp70 act	G6PDH counter	TLR4-MyD88 BLA	STAT3 blocker
Cc1cc(C)cc(Nc2nc3c([nH]2)c(=O)n(C)c(=O)n3C)c1
    3	-13	-4	1	72	112	-0.2	2	-18	38
CCCCC(CC)CNC(=O)c1[nH]c(C)c(C(C)=O)c1C (configuration not stated)
    0	4	17	0.8	79	96	-0.6	-4	4	31
COc1cc(OC)cc(C(=O)N[C@H](C(=O)OCn2nnc3ccccc3c2=O)C(C)C)c1
    3	-8	3	1	102	106	-0.1	-3	-6	5
O=C(Cc1ccc(Cl)cc1)Nc1ccc(N2CCN(C(=O)c3ccco3)CC2)cc1
    6	-3	4	1	91	98	-0.4	1	11	15
CCOC(=O)C(Oc1ccc2c(-c3ccccc3)cc(=O)oc2c1)c1ccccc1 (configuration not stated)
    15	-8	9	0.9	102	107	-0.2	4	-6	-5
CCOC1=C/C(=C/c2c(N)n3nc(S(=O)(=O)CC)sc3nc2=O)C=CC1=O
    -19	1	26	0.7	92	97	0.2	2	-5	13
C=CCn1c(-c2ccc(OC)c(OC)c2)n[nH]c1=S
    -10	1	-6	1.1	101	99	-0.6	8	15	6
COc1ccc(OC)c(C2CC(=O)C(C)C(c3cc(OC)ccc3OC)N2)c1 (configuration not stated)
    0	0	-6	1.1	103	100	-0.3	3	-5	4
OCCC1CN(Cc2ccn[nH]2)CCN1Cc1ccc(F)c(F)c1 (configuration not stated)
    9	-9	-3	1	109	107	-0.2	23	7	-5
O=C(COc1ccc2ccccc2c1)Nc1cccc2c1C(=O)NC2=O
    -10	0	8	0.9	101	100	-0.3	6	7	1
O=C(CCSc1ccc(Cl)cc1)NCc1ccncc1
    -2	-11	2	1	103	110	-0.2	14	-9	1
CC1CN(S(=O)(=O)c2cccc(C(=O)OCc3cc(=O)oc4cc(O)ccc34)c2)CC(C)O1 (configuration not stated)
    -3	21	41	0.6	87	81	-0.3	-30	-1	19
CCN(CC)CCNC(=O)c1ccc(Cl)c(S(=O)(=O)N2CCCCCC2)c1
    11	5	8	0.9	92	95	-0.5	4	11	17
CC(C)(C)n1nnc(CCc2nnn(C(C)(C)C)n2)n1
    7	3	23	0.8	109	97	0.1	-2	6	-6
CCCCCCn1c(COc2ccccc2F)nnc1SCC(=O)c1c(N)n(C)c(=O)n(C)c1=O
    0	1	-10	1.1	103	99	-0.3	-4	5	-3

STAT1 act: entries above that show a hit
| Compound | APP 5UTR inh | STAT1 inh | STAT3 activator | STAT1 act | Hsp70 act | TLR4-MyD88 BLA |
| --- | --- | --- | --- | --- | --- | --- |
| CCN(CC)C(=O)Oc1ccc2ccccc2c1Br | -18 | -40 | 112 | 135* | 0.4 | 13 |
| O=[N+]([O-])c1ccc2nc(-c3ccc(Cl)cc3)[nH]c2c1 | -156 | -55 | 109 | 155* | -0.1 | 5 |

Continuation:
Under each structure: APP 5UTR inh	STAT1 inh	Diaphorase inh	Diaphorase act	STAT3 activator	STAT1 act	Hsp70 act	G6PDH counter	TLR4-MyD88 BLA	STAT3 blocker
CCC(=O)Nc1ccc(C(=O)Nc2cccc(OC)c2)cc1
    -29	3	-3	1	97	98	-0.1	5	-11	5
Cc1c(NS(=O)(=O)CC23CCC(CC2=O)C3(C)C)c(=O)n(-c2ccccc2)n1C (configuration not stated)
    -5	8	19	0.8	101	93	-0.2	-1	-6	4
O=C1N(Cc2cccc(Cl)c2)C[C@@H]2C[C@@H](c3ccco3)N3CCC[C@@]123
    -4	-13	10	0.9	104	110	-0.2	12	1	-2
Cc1ccccc1-n1c(SCC(=O)Nc2ccccc2)nc2nc3c(cc2c1=O)CCCC3
    3	6	19	0.8	99	94	-0.1	-4	-15	-1
CCCCC(=O)Nc1cc(NC(=O)CC)ccc1Cl
    -1	5	14	0.9	105	96	0.0	2	13	-9
COC(=O)c1ccc2c(=O)[nH]c(CN3c4ccccc4CC3C)nc2c1 (configuration not stated)
    -3	-3	17	0.8	100	102	-0.1	4	17	7

Assay outcomes from PubChem BioAssay.
